From PubChem
CIT2-GFP yeast = modulators of TOR pathway CIT2-GFP in S. cerevisiae. S. cerevisiae CIT2-GFP strain, flow cytometry, 3 h; 100 means same as DMSO wells. GFP response vs DMSO, % at 10 µM. 0.065% of 320,000 active. AID 2029;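 active = GFP response relative to DMSO above a set limit, near the screen mean plus 3 SD, cut at about 150% in these data; inconclusive = Fewer than 70 cells measured for a yeast strain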;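 note: ratio of well median GFP fluorescence to mean of DMSO wells on the plate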
VLA-4 inh = inhibition in a human VLA-4 binding assay | VLA-4 expressing cells, ligand binding flow cytometry | P13612 | 0.2% of 330,000 active | inhibition, % (about 7 µM as worked out from the volumes in the protocol) | AID 2557; in the data active = inhibition above about 50%
Target sequence (P13612 whole entry, looked up): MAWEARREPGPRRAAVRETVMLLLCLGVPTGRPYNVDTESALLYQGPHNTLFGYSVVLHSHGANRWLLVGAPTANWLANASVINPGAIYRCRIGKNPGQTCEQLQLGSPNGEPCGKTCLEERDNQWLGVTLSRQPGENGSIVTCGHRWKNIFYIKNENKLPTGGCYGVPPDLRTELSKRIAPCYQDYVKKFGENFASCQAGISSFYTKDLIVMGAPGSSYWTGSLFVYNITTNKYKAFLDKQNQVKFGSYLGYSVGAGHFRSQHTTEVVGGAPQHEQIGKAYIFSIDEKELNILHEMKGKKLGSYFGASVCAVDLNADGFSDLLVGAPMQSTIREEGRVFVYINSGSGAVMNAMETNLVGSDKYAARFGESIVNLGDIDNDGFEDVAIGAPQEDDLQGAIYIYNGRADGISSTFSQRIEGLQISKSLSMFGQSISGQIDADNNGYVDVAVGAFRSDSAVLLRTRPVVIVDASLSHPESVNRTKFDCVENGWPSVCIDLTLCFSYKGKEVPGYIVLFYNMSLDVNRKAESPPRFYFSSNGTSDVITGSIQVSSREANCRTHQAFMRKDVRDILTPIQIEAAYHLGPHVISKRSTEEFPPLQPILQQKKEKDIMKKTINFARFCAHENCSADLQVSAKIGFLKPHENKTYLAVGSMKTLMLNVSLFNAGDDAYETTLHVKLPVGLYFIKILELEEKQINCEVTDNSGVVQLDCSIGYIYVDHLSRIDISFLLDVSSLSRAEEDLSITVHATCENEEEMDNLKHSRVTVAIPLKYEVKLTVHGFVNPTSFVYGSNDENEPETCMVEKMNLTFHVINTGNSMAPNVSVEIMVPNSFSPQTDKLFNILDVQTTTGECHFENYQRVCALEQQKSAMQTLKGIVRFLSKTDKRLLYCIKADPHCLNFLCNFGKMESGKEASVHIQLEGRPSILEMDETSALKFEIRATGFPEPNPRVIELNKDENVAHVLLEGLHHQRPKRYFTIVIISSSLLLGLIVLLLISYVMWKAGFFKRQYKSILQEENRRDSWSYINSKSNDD
LAP4-GFP MLPCN = modulators of TOR pathway LAP4-GFP in S. cerevisiae; S. cerevisiae LAP4-GFP multiplex, flow cytometry GFP, 3 h; median GFP as percent of DMSO wells; GFP response vs DMSO, % at 10 µM; 0.34% of 320,000 active; AID 2023;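 active = GFP response vs DMSO above a set limit, about the screen mean plus 3 SD, cut at about 150% in these data; inconclusive = under 70 cell events counted for the yeast strain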
MEP2 TOR yeast = modulators of TOR pathway MEP2-GFP in S. cerevisiae; S. cerevisiae MEP2-GFP strain, flow cytometry GFP, 3 h; 100% = DMSO control level; GFP response vs DMSO, % at 10 µM; 0.51% of 330,000 active;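 active = GFP response versus DMSO above a set limit, roughly screen mean plus 3 SD, cut at about 180% in these data; inconclusive = fewer than 70 cells counted for a yeast strain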;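 note: median GFP fluorescence of the barcode-gated MEP2-GFP cells per well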
JMJD2C inh = human JMJD2C demethylase inhibition | inhibition, % at 2.35 µM | AID 2099 | 0.069% of 330,000 active | Q9H3R0 | GST-JMJD2C(1-420) H3K9me3 demethylation, DELFIA europium;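 active = more than half of a compound's replicate wells show inhibition beyond 50%, single wells judged on their own value; inconclusive = some, but no more than half, of replicates pass 50% inhibition; inactive = no replicate passes 50% inhibition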;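 note: signal counts dimethyl H3K9 product captured on neutravidin plate; 0% = median of DMSO wells and 100% = 0.3 times that DMSO median; strong numbers were not always called active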
GRK2 inh = inhibitors of human GRK2 displacing RNA aptamer; P25098; bead flow cytometry, FAM-aptamer displacement from GRK2; inhibition of aptamer binding, % at 10 µM; 0.59% of 330,000 active; AID 488847;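 active = inhibition of aptamer binding above 40%, roughly 3 SD of noise, on plates passing a quality check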;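 note: median bead fluorescence of bound FAM aptamer so fluorescent compounds give negative values; no value below 0 was filed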
RPL19A TOR yeast = alters RPL19A-GFP fluorescence in TOR pathway yeast screen. S. cerevisiae RPL19A-GFP strain, flow cytometry, 3 h; active compounds read low. 0.3% of 330,000 active. percent response vs DMSO, % at 10 µM;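 active = percent response vs DMSO below 50%; inconclusive = fewer than 70 events counted for the yeast strain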;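 note: median channel GFP fluorescence of the barcoded RPL19A-GFP strain; ratio of sample median GFP to plate DMSO average so 100% = DMSO; lower means less RPL19A-GFP as with rapamycin TOR inhibition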
AGP1-GFP MLPCN = alters AGP1-GFP fluorescence in TOR pathway yeast screen; S. cerevisiae AGP1-GFP multiplex flow cytometry, 3 h; GFP as percent of DMSO wells; GFP response vs DMSO, % at 10 µM; 0.02% of 320,000 active; AID 2066;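 active = GFP response relative to DMSO above a set limit, near screen average plus 3 SD, cut at about 150% in these data; inconclusive = fewer than 70 cells counted for the yeast strain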;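 note: median GFP channel fluorescence of the gated AGP1 strain per well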
* = called active by the depositor; ? = inconclusive; nt = not tested or not shown; & = joins results of further samples; [ ] = another dose, or the depositor's remark.

SMILES	CIT2-GFP yeast	VLA-4 inh	LAP4-GFP MLPCN	MEP2 TOR yeast	JMJD2C inh	GRK2 inh	RPL19A TOR yeast	AGP1-GFP MLPCN
CC(=O)Nc1ccc(N/C=C/C(=O)c2ccc(C)o2)cc1	100	-16	102	100	-2	3	99	97
C=CCn1c(SCC(=O)N(C)C2CCS(=O)(=O)C2)nc2ccccc2c1=O (centres undefined)	100	5	99	92	-5	0	95	100
CC(=O)Oc1c(C)cc(Cl)cc1C(=O)Nc1ccc([N+](=O)[O-])cc1Cl	153*	-4	113	152	4	0	104	100
CCN(C(=O)COC(=O)c1cccc(NS(=O)(=O)c2ccc(F)c(F)c2)c1)C1CCS(=O)(=O)C1 (centres undefined)	100	-6	95	98	3	0	102	96
CCOC(=O)c1cnc2c(-c3ccccc3)c(C)nn2c1N	86	6	93	100	-2	2	96	96
COc1ccc(C(c2oc(CO)cc(=O)c2O)c2oc(CO)cc(=O)c2O)cc1	95	20	108	101	-15	0	101	101
O=C(c1cc(Cl)ccc1F)N1CCCC(Nc2ccc3c(c2)OCCO3)C1 (centres undefined)	99	-3	94	102	-8	3	104	103
Cc1nn2cc(-c3ncc(C(F)(F)F)cc3Cl)cnc2c1Br	95	4	100	101	0	4	100	100
COC(=O)CN(n1cnnc1)S(=O)(=O)c1ccccc1	92	9	93	93	10	1	94	91
O=c1cc(-c2ccccc2)nc(SCc2ccc(F)cc2)[nH]1	101	nt	97	103	0	2	107	112
O=C(C1CCCN(Cc2ccc(Cl)cc2)C1)N1CCCCC1 (centres undefined)	102	0	95	103	-12	1	103	105
CCn1c(Cc2ccccc2)nnc1SCC(=O)Nc1ccc(OC)cc1	89	3	94	102	-33	2	104	104
N#Cc1c(-c2ccccc2)ccnc1N1CCOCC1	111	-5	94	103	6	0	113	106
Cc1nn(C)c(C(=O)N/N=C/c2ccc(Br)cc2)c1Cl	91	5	88	99	-11	0	100	93
COc1ccc([N+](=O)[O-])cc1NC(=O)C(C)N(C)Cc1cccc(OC)c1OC (centres undefined)	114	-5	103	107	0	1	105	108
CC(C)N(C(=O)CSc1nc2c([nH]1)c(=O)n(C)c(=O)n2C)c1ccccc1	114	-19	96	109	-4	0	107	109
OCC1(CCOc2ccccc2)CCN(Cc2ccc(OC(F)F)cc2)CC1	106	12	89	107	-2	0	103	100
CN1CCNC(=O)C1CC(=O)NCCc1ccccc1F (centres undefined)	95	15	101	98	14	0	93	nt
CC(C)(C)NC(=O)NC(=O)CSc1ccc(S(=O)(=O)N2CCCCC2)cn1	84	8	100	97	2	1	96	96
Clc1ccc2c(N3CCOCC3)ccnc2c1	?	3	95[may fluoresce violet]	117[may fluoresce violet]	-3	0	73[may fluoresce violet]	48[may fluoresce violet]
COC(=O)COc1ccc(Oc2cc(C)nc(SC)n2)nn1	108	-6	103	109	33	0	106	102
CCCCN(C(=O)c1ccc([N+](=O)[O-])s1)c1c(N)n(CCCC)c(=O)[nH]c1=O	83	-1	94	92	-9	5	87	89
O=C(O)c1cccc(Nc2nc3ccccc3nc2NS(=O)(=O)c2cccs2)c1	97	-2	86	96	-21	0	96	92
CS(=O)(=O)c1ccc2nc(NC(=O)c3ccccc3)sc2c1	94	0	92	101	4	1	95	99
O=C(NC1CCCC1)C1c2ccccc2C(=O)N1C1CCCCC1 (centres undefined)	95	21	96	101	6	0	104	99
(further entries)
SMILES	CIT2-GFP yeast	VLA-4 inh	LAP4-GFP MLPCN	MEP2 TOR yeast	JMJD2C inh	GRK2 inh	RPL19A TOR yeast	AGP1-GFP MLPCN
O=C(Nc1ccc(N2CCOCC2)cc1)Nc1ccc(Cl)c(Cl)c1	97	6	107	101	8	0	95	104
Nc1nonc1-n1nnc(C(=O)N/N=C/c2ccc(O)cc2)c1COc1ccc(F)cc1	103	9	104	102	1	0	99	106
CC1=CC=CC2=NC(=O)CC(C)(C(=O)N(CC(=O)NC(C)C)C3CCCC3)N12 (centres undefined)	97	15	93	96	-4	1	95	95
CN1C2=CC=CC=CC2=[N+](C)C12C=CC(=[N+]([O-])[O-])C=C2[N+](=O)[O-] (centres undefined)	96	-1	94	90	-15	3	94	95
O=C(NCc1ccccn1)c1cc(Br)ccc1Cl	105	-4	98	104	1	0	96	102
CN(CC(=O)Nc1ccccc1C(F)(F)F)C(=O)COc1ncnc2sccc12	100	1	88	96	-6	0	102	101
NC(=O)N/N=C/c1cc(F)cc(F)c1	92	2	115	100	0	0	100	106
CCNS(=O)(=O)c1ccc(NC(=S)N2CCc3ccccc32)cc1	88	2	82	100	3	0	107	84
Cc1cc(NC(=O)COC(=O)C2=COCCO2)c([N+](=O)[O-])cc1C	93	-4	110	100	-2	1	96	92
Cc1cccc(N2CC(C(=O)Nc3ccc4c(c3)OCO4)CC2=O)c1C (centres undefined)	101	4	102	104	24	0	102	106
Cn1c(=O)c2c(nc(SCCN3CCOCC3)n2Cc2ccccc2Cl)n(C)c1=O	93	-1	105	97	7	0	93	97
Cc1ccc(NC(=O)CS(=O)CC(=O)N(c2ccc(C)cc2)C(C)C(=O)NC2CCCCC2)cc1 (centres undefined)	99	9	97	101	5	0	101	102
CC(=O)c1ccccc1NC(=O)COC(=O)c1cc2ccccc2[nH]1	106	0	121	115	8	0	107	108
Clc1ccc(Sc2cc(N3CCOCC3)nc(-c3ccccc3)n2)cc1	95	2	90	97	-4	0	91	90
CC1(C)S/C(=N/N=C/c2ccco2)NC1=O	94	2	86	101	1	0	97	90
COc1ccc(-c2nnn(CC(=O)c3c[nH]c4ccccc34)n2)cc1OC	104	-20	99	107	-15	2	97	104
Oc1ccc(-c2nc(=S)[nH][nH]2)cc1	102	-4	92	103	-2	9	102	103
O=c1c2sc(-c3ccccc3)cc2nc2n1CCCCC2	92	16	127	97	-12	2	93	95
CCc1ccc2c(CN3CCc4cc(OC)c(OC)cc4C3)cc(=O)oc2c1	97	5	103	98	0	3	98	99
Cc1cccc(N=N/C(=C\O)C(=O)c2ccc(Br)cc2)c1	90	2	118	101	-9	8	98	105
Cc1ccc(NC(=O)CCS(=O)(=O)c2ccc3c(c2)NC(=O)C(C)S3)nc1 (centres undefined)	97	-2	96	104	3	1	98	98
COc1ccc2nc(-c3ccc(F)cc3)sc2c1	106	26	110	89	3	2	104	92
CCC(C(=O)NCCN1CCN(C)CC1)n1c(C)c2cnn(-c3ccccc3)c(=O)c2c1C (centres undefined)	104	4	100	100	4	1	97	104
c1ccc(-c2cn3c(n2)SCC3)cc1	87	3	90	89	-7	2	85	85
COc1ccc(C2CC(c3cccs3)=NN2C(=S)Nc2ccccc2)cc1OC (centres undefined)	102	3	91	99	4	4	101	99
Next section
SMILES	CIT2-GFP yeast	VLA-4 inh	LAP4-GFP MLPCN	MEP2 TOR yeast	JMJD2C inh	GRK2 inh	RPL19A TOR yeast	AGP1-GFP MLPCN
CC(C)c1c(C(=O)N/N=C/c2ccc(-c3ccccc3)cc2)nnn1-c1nonc1N	106	9	94	108	-1	0	101	99
O=C(CSCc1ccccc1)Nc1nccs1	92	6	89	95	-2	2	95	88
CC(=O)NC(c1ccccc1)c1cc([N+](=O)[O-])c2cccnc2c1O (centres undefined)	105	-4	92	105	12	0	97	112
Cc1ccc(C2(c3noc(CN(C)Cc4cccnc4)n3)CCCC2)cc1	89	3	101	105	1	3	92	101
COc1ccc(NC(=O)CN(C)C(=O)C2=COCCO2)cc1	96	12	102	101	8	5	102	104
Cc1ccc(N2CC(C(=O)Nc3ccc(S(=O)(=O)N4CCCC4)cc3)CC2=O)cc1 (centres undefined)	102	15	96	101	-10	0	98	99
O=C(COc1ncnc2cc(Cl)ccc12)c1ccccc1	92	8	107	100	4	0	95	106
CSCCC(NC(=O)c1ccco1)C(=O)OC(C)C(=O)NC(=O)NC1CCCCC1 (centres undefined)	108	-12	95	99	-7	0	98	100
CCCNC(=O)CN1CCN(c2cc3ccccc3c(Cl)n2)CC1	94	-11	104	101	-13	2	99	101
CC1(C(=O)Nc2nnc(SCc3ccccc3)s2)Cc2ccccc2C(=O)O1 (centres undefined)	91	6	106	93	6	20	98	82
COc1ccc2c(c1)c(=O)oc1cc(OCC(=O)N3CCC(C)CC3)ccc12	105	8	104	101	2	47*	102	101
CCN1CCCC(OC(=O)C(c2ccccc2)c2ccccc2)C1 (centres undefined)	98	30	107	97	nt	0	102	101
O=C(Cn1cc2c(n1)CCCCC2)NCc1cccs1	100	4	85	90	-3	0	89	105
COc1cc(-c2nc3ccccn3c2/N=C/c2ccc(F)cc2)ccc1O	99	8	97	100	0	1	102	99
CC(C)(C)OC(=O)[C@H](Cc1ccccc1)NC(=O)c1nc[nH]c1C(=O)N1CCN(C(=O)OC(C)(C)C)CC1	78	16	115	88	5	1	90	85
CCc1ccc(N=C2NC(=O)/C(=C/c3cc(OC)c(OC)c(OC)c3)S2)cc1	99	9	104	114	25	0	104	98
COc1ccccc1CNC(=O)c1cn(C)c2ccc(S(=O)(=O)N3CCCC3)cc2c1=O	99	0	114	95	1	2	100	99
COc1ccc(/C=C(\NC(=O)c2ccccc2)C(=O)NCCN2CCOCC2)cc1OC	100	-2	92	105	-3	1	99	93
CCCCNC(=O)c1ccc(CS(=O)(=O)c2ccccc2OC)o1	98	14	83	89	-17	0	88	88
O=C(c1ccc(NC(=S)NCc2ccco2)cc1)N1CCOCC1	99	2	95	97	-6	2	99	102
CC(=O)Oc1ccc(C(=O)Nc2ccccc2C(=O)NCC(C)C)cc1	100	5	90	105	-4	0	99	90
COc1cc(C(=O)N2CCC(NC(=O)C(Cc3ccc(C)cc3)NC(C)=O)CC2)cc(OC)c1OC (centres undefined)	103	13	100	102	70&7	0	105	103
COc1ccc(NC(=O)CN(C)C(=O)C2CCCO2)cc1 (centres undefined)	96	-2	99	98	2	2	95	98
Cc1ccc2c(c1)C1(OCCCO1)C(=O)N2	105	7	92	107	1	3	104	100
CCCCn1c(N)c(N(CC(C)C)C(=O)C2CCN(S(=O)(=O)c3ccc(C)cc3)CC2)c(=O)[nH]c1=O	95	0	108	100	2	0	97	103
Next part:
SMILES	CIT2-GFP yeast	VLA-4 inh	LAP4-GFP MLPCN	MEP2 TOR yeast	JMJD2C inh	GRK2 inh	RPL19A TOR yeast	AGP1-GFP MLPCN
CCOC(=O)N1CCC(=NNC(=O)c2cc3ccccc3cc2O)CC1	106	1	99	100	-7	0	109	109
COc1ccc(NC(=O)Nc2nc3c(s2)CCCC3)cc1	94	-7	98	101	6	0	103	93
CCN(CC)S(=O)(=O)c1ccc(NC(=O)CNC2CCCCC2)cc1	98	6	96	91	-1	0	104	99
CCCCN(C(=O)c1c(CC)noc1C)c1c(N)n(CCC)c(=O)[nH]c1=O	102	-3	100	95	-26	2	96	104
CC(=O)C1=C(C)Nc2ncnn2C1c1ccc(F)cc1 (centres undefined)	103	0	88	104	1	1	100	95
CC(C)NC(=O)NC(=O)CSc1nncn1C	110	12	99	103	3	0	97	101
Cc1ccc(NS(=O)(=O)c2ccc3[nH]c(=O)oc3c2)c(C)c1	111	3	117	106	-1	0	106	111
N#Cc1c(-c2ccco2)cc(-c2ccc(F)cc2)nc1N	80	-26	98	92	-8	1	91	71
